Screens: PubChem BioAssay, Broad Institute
PfHsp90 yeast 2: growth inhibition of yeast expressing Plasmodium Hsp90; S. cerevisiae expressing PfHsp90, BacTiter-Glo ATP, 48 h; yeast lacking PDR1 and PDR3 efflux regulators; inhibition, % at 9.4 µM; actives 0.32% (n = 310,000);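 active = every replicate shows inhibition above about 80%, whatever the replicate mean, limit read from the data; inconclusive = mean inhibition reaches the set limit but some replicate falls short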;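 also: 0% = DMSO neutral controls and 100% = 20 µM radicicol positive controls; yeast relying on Plasmodium falciparum Hsp90 in place of its own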
Rtt109 Vps75: C. albicans Rtt109 histone acetyltransferase inhibition | Q5AAJ8 | purified Rtt109/Vps75, ThioGlo CoA-SH fluorescence, 4 h | inhibition, % at 34.9 µM | actives 0.16% (n = 330,000) | AID 540336;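 active = inhibition of at least 50% in every replicate; inconclusive = best replicate reaches 50% inhibition but some replicates fall short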
Target sequence (Q5AAJ8 whole entry, looked up): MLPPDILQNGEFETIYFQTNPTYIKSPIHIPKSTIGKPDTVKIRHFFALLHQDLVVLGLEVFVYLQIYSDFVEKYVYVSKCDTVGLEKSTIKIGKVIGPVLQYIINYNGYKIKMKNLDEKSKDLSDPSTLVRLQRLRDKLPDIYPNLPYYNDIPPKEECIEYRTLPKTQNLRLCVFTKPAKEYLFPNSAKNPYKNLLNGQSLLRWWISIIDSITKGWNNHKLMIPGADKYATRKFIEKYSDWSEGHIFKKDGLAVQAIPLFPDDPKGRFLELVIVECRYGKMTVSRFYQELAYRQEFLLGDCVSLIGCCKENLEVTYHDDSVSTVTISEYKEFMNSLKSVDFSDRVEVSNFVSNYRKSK
dFosB act: mouse delta FosB homodimer activation; P13346; purified delta FosB, TAMRA-CDK5 oligo fluorescence polarization; percent of positive-control signal above neutral wells; activation, % at 25 µM; actives 0.99% (n = 340,000);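 active = mean activation above about 17%, with every replicate also reaching it, limit read from the data, passing the limit was not always enough; inconclusive = only one of the two conditions met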;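 also: fluorescence polarization rise as delta FosB binds a TAMRA Cdk5 AP-1 oligo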
Target sequence (P13346 whole entry, looked up): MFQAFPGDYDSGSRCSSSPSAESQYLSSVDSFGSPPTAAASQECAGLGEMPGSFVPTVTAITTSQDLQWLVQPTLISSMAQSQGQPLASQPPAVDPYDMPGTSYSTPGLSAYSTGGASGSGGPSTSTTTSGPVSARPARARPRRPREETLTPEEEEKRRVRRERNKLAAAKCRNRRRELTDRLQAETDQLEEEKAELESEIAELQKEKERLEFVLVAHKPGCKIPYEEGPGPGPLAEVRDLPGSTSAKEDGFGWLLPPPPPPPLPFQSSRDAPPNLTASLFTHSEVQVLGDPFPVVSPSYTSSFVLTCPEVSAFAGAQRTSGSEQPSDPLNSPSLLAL
CAL PDZ FP-1: blocks peptide binding to human CAL PDZ domain; Q9HD26; purified CAL PDZ, TMR-peptide fluorescence polarization, 1 h; inhibition, % at 20 µM; actives 0.02% (n = 330,000); AID 504414;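 active = highest replicate inhibition of at least 40%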;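 also: plate controls were DMSO neutral control wells for no effect and unlabeled competitor peptide control wells for full effect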
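Material – purified CerCALP PDZ construct · Detection – FP readout, S and P plane fluorescence · Measure – percent inhibition from loss of millipolarization · Controls – unlabelled peptide for full inhibition, DMSO wells as neutral · Probe or stimulus – TMR-labelled reporter peptide T*-PRC34 bound in PDZ groove · Times – 1 h at RT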
MITF act: MITF TRPM1 promoter activation in melanoma cells; actives 0.75% (n = 300,000); SK-MEL-5 TRPM1-promoter luciferase, 24 h; % of positive control, neutral wells = 0; activation, % at 12.5 µM;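 active = mean activation of at least 80% with every replicate also reaching 80%; inconclusive = mean reaches 80% but some replicate falls short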;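 also: 0% = neutral control wells and 100% = parthenolide positive control wells; values of inactives mirror those of a sister screen read the other way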
PvdQ inh: P. aeruginosa PvdQ acylase inhibition; AID 488965; purified PvdQ acylase, fluorescence plate reader; actives 0.063% (n = 340,000); inhibition, % at 10 µM; in the data active = inhibition above about 30%, passing the limit was not always enough; inconclusive = no clear call, values can overlap the other calls;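 also: 0% = vehicle neutral wells and 100% = reference inhibitor wells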
CAL PDZ FP-2: blocks peptide binding to the human CAL PDZ domain | Q9HD26 | purified CAL PDZ, TMR-peptide fluorescence polarization, 1 h | inhibition, % at 24.9 µM | actives 0.92% (n = 300,000) | AID 602252;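 active = mean inhibition of at least 30% with at least half of replicates also reaching 30%; inconclusive = no clear call, values can overlap the other calls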;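 also: 0% = DMSO neutral control and 100% = excess unlabeled competitor peptide PRC23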
SR-BI uptake up: enhances SR-BI lipid uptake from DiI-HDL; CHO ldlA[mSR-BI] cells, DiI-HDL uptake fluorescence, 3 h; 100 = double the neutral-control signal; activation, % at 12.5 µM; actives 0.096% (n = 320,000);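 active = mean replicate activation of at least 60% and every replicate at or above 60%; inconclusive = mean or all-replicate condition met, but not both; inactive = mean below 60% and not all replicates reaching 60%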;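 also: 0% = median plate neutral-control signal and 100% = twice that signal; values of inactives mirror those of a sister screen read the other way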
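Material: SR-BI-overexpressing, LDLR-lacking CHO cells; schedule: compound exposure 3 h, 37 °C; reagent: DiI-labelled HDL at 10 µg/mL final; technique: bottom-read fluorescence, 550/595 nm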
NSD2 HMT inh: NSD2 (human) methyltransferase inhibition; AID 743445; O96028; inhibition, % at 12.5 µM; actives 0.54% (n = 310,000); NSD2 peptide methylation, AlphaScreen, 120 min; in the data active = inhibition above about 50%
SR-BI HDL uptake: blocks mouse SR-BI lipid uptake from DiI-HDL. Q61009. ldlA[mSR-BI] CHO cells, DiI-HDL uptake fluorescence, 3 h. inhibition, % at 12.5 µM. actives 0.96% (n = 320,000). AID 488896;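 active = mean replicate inhibition of at least 70% and a set share of replicates each scoring 70 or more; inconclusive = meets just one of the two criteria; inactive = fails both criteria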;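 also: 0% = median of neutral control wells and 100% = median of positive control wells; values of inactives mirror those of a sister screen read the other way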
Numbers without * were called inactive; u = inconclusive; x = not tested or not shown.

Every second line gives: PfHsp90 yeast 2	Rtt109 Vps75	dFosB act	CAL PDZ FP-1	MITF act	PvdQ inh	CAL PDZ FP-2	SR-BI uptake up	NSD2 HMT inh	SR-BI HDL uptake
Cc1ccc(C(=O)N2CCN(c3nc4ccccc4n3C)CC2)cc1
 : -4	3	0	-0.4	-15	-3	-1	-4	19	4
COc1ccc(S(=O)(=O)N2CCCCCC2)cc1C(=O)Nc1ccccn1
 : -10	-3	-15	-0.4	-1	-7	-5	-13	-3	13
Cc1sc2nc(CN(C(=O)NC3CCCCC3)C3CCCCC3)[nH]c(=O)c2c1C
 : -19	-4	7	-0.6	-11	-2	-6	-7	-1	7
CN1CCN(C(c2ccccn2)c2cc(Cl)c3cccnc3c2O)CC1 (configuration not stated)
 : 103*	56*	-4	-0.5	-17	-10	14	-3	22	3
CCOCCCNC(=O)C(c1ccc(C)cc1)N(Cc1cccs1)C(=O)c1ccccc1O (configuration not stated)
 : -47	16	-6	-3.2	1	-3	-1	5	2	-5
Cc1ccc(S(=O)(=O)NC(CC(N)=O)C(=O)O)cc1 (configuration not stated)
 : -1	8	0	0.5	-5	6	-4	4	-1	-4
O=C(CN1C(=O)CCS(=O)(=O)c2ccccc21)Nc1ccc(Cl)cc1
 : -7	-8	-1	-0.7	1	-3	x	1	0	-1
COc1ccc(OC)c(/C=N/N(CCC#N)C2=NS(=O)(=O)c3ccccc32)c1
 : 4	5	3	-1.3	-12	-3	-4	3	0	-3
Cc1ccc(S(=O)(=O)N2[C@@H](c3ccc(F)cc3)C(C(=O)O)=CC[C@H]2c2cccc(C)c2)cc1
 : 7	5	4	0.2	10	12	-2	5	x	-5
CC(C)C[C@@]12C(=O)N(c3cccc(Cl)c3)C(=O)N1[C@H](c1ccc(Br)cc1)[C@@H]1C(=O)N(C(C)(C)C)C(=O)[C@@H]12
 : 4	0	3	-1.5	7	-1	-6	-3	x	3
Cc1nc2c(C(F)(F)F)cccc2c2c1CCS2
 : -18	-1	3	-0.5	1	5	9	16	-6	-16
COc1ccc(CN(C)C(=O)c2ccc(NC(=O)CC3SC(N4CCCC4)=NC3=O)cc2)c(OC)c1 (configuration not stated)
 : 0	1	-11	-1.8	-2	-7	-5	-36	5	36
CC(C)C[C@@H](CO)N(Cc1ccccc1)S(=O)(=O)N(Cc1ccccc1)[C@H](CO)CC(C)C
 : 13	-1	0	-1.2	3	-2	-2	29	x	-29
O=C(N/N=C/c1cccc(Oc2ccccc2)c1)c1ccncc1
 : -22	3	-28	-2.1	0	-20	-8	2	20	-2
CCO[C@H]1OC(C(=O)NCc2nc3ccccc3[nH]2)=C[C@@H](c2ccccc2)[C@@H]1CCCO
 : -3	12	-2	-1.1	-5	-10	-4	10	x	-10
c1ccc(N2CCN(C3CCSC3)CC2)cc1 (configuration not stated)
 : 7	-17	5	-3.2	-3	-14	2	3	0	-3
Cc1cc(N2CCCC2)n2nc(C)nc2n1
 : -20	17	0	0.4	-13	-10	x	x	x	x
COc1cc(-n2c(C)nc3cc(C(=O)O)ccc32)cc(OC)c1OC
 : x	0	-6	-5.6	-3	-15	-4	10	-1	-10
CN(C)C(CNC(=O)c1cc(S(=O)(=O)N2CCOCC2)ccc1F)c1cccs1 (configuration not stated)
 : 12	-11	-4	-0.9	1	-13	-4	31	-1	-31
O=C(COC(=O)c1cc2ccccc2oc1=O)Nc1cccc(Br)c1
 : -10	-4	u	0.5	-2	-5	-1	3	x	-3
Cc1ccc(OCc2cc(C(=O)N3CCc4sccc4C3)no2)cc1C
 : -2	-13	-13	-2.1	0	-9	12	5	1	-5
COc1ccc(-c2onc3ccc(Cl)cc23)cc1
 : -32	6	-1	-2.5	44	23	-1	-20	x	20
Cc1ccc(N2C(=O)c3cccc4c([N+](=O)[O-])ccc(c34)C2=O)c2cccnc12
 : -34	-5	-2	1.8	-74	-7	3	x	x	x
CN1CCN(S(=O)(=O)c2ccc(CNC(=O)c3ccccc3)s2)CC1
 : -12	-4	-7	0.2	4	6	-6	-14	-1	14
CCOC(=O)C1C(=O)NC(c2ccccc2)=NC1c1ccccc1 (configuration not stated)
 : x	2	-2	0.0	5	8	-1	4	-1	-4
CC1CCCCN1S(=O)(=O)c1cn(C)c(=O)n(C)c1=O (configuration not stated)
 : -1	-14	-4	-0.6	x	0	x	4	x	-4
Cc1onc(-c2ccccc2)c1C(=O)N1CCCC1
 : 13	9	8	-1.7	-3	-2	-1	24	0	-24
O=C(/C=C/c1ccc(F)cc1)NCc1ccco1
 : 32	-6	2	-1.5	14	-13	-3	10	33	-10
Cc1cc(N)ccc1-c1cc2ccccc2oc1=O
 : -12	-11	-6	-2.6	23	1	5	2	0	-2
O=C(CCn1c(=O)sc2ccccc21)NCc1ccco1
 : -14	-2	1	-0.1	0	-2	0	-4	-4	4

Part of the list above in order of heavy-atom count, rising:
Every second line gives: PfHsp90 yeast 2	Rtt109 Vps75	dFosB act	CAL PDZ FP-1	MITF act	PvdQ inh	CAL PDZ FP-2	SR-BI uptake up	NSD2 HMT inh	SR-BI HDL uptake
COc1ccc(-c2onc3ccc(Cl)cc23)cc1
 : -32	6	-1	-2.5	44	23	-1	-20	x	20
Cc1onc(-c2ccccc2)c1C(=O)N1CCCC1
 : 13	9	8	-1.7	-3	-2	-1	24	0	-24
CCOC(=O)C1C(=O)NC(c2ccccc2)=NC1c1ccccc1 (configuration not stated)
 : x	2	-2	0.0	5	8	-1	4	-1	-4

Further results follow.
Every second line gives: PfHsp90 yeast 2	Rtt109 Vps75	dFosB act	CAL PDZ FP-1	MITF act	PvdQ inh	CAL PDZ FP-2	SR-BI uptake up	NSD2 HMT inh	SR-BI HDL uptake
Cc1cc(C(=O)NCc2cccs2)nn1C
 : -33	-9	-5	0.4	-3	-10	-4	15	-1	-15
OCn1ncn(-c2ccccc2)c1=S
 : 6	-8	5	0.0	x	-13	-12	27	-1	-27
CN(C(=S)Nc1ccc(F)cc1)C1(c2ccccc2Cl)CCCCC1=O (configuration not stated)
 : -1	-9	-7	-0.1	-5	-7	-1	24	-3	-24
CCCCCN(C(=O)CCC(=O)OCc1cccc(F)c1)c1c(N)n(CCCC)c(=O)[nH]c1=O
 : -30	4	-7	-0.4	-4	-9	-2	-4	-1	4
O=S(=O)(c1cccc(-c2cn3ccccc3n2)c1)N1CCCC1
 : 10	4	-9	-2.1	-1	-1	-1	2	-2	-2
Nc1nonc1-n1nnc(C(=O)N/N=C/c2cccnc2)c1CSc1ccc(Cl)cc1
 : 10	6	0	-3.7	-5	-5	-4	42	3	-42
COC(=O)C1CCN(C(=O)CCC2CCCCC2)CC1
 : -2	-4	4	x	11	-7	-4	25	-5	-25
COc1ccc(C(=O)NCCc2nnc(SCC(=O)Nc3ccccc3F)n2C)cc1
 : -4	1	-11	-1.9	21	-12	1	-1	2	1
COc1ccc(C(C)NC(=S)NCc2ccc(F)cc2)cc1OC (configuration not stated)
 : 6	-5	-5	0.1	3	19	-1	1	-3	-1
CCOC(=O)C(CCCCOc1cccc(CC)c1)C(=O)OCC
 : -4	-2	-2	-0.8	7	3	-6	6	-7	-6
COc1ccc(NC(=O)CN(C)C(=O)/C=C/c2cn(Cc3ccccc3)nc2-c2cccnc2)cc1
 : 1	15	-4	0.8	-17	6	7	-41	4	41
CCCCn1nnc(NC(=S)NC(=O)c2cccs2)n1
 : -45	1	0	0.5	64	-9	-1	48	-1	-48
CC(Sc1ccsc1[N+](=O)[O-])C(=O)NCCc1ccc(Cl)cc1 (configuration not stated)
 : x	3	-3	-1.7	x	10	x	3	-5	-3
O=C(COc1ccccc1[N+](=O)[O-])N(C1CCCCC1)C1CCS(=O)(=O)C1 (configuration not stated)
 : 2	-2	1	0.3	1	-10	1	5	-6	-5
CN(CCc1ccccn1)C(=O)c1ccc(OC2CCN(CCc3ccccc3)CC2)cc1
 : -7	-5	-8	-1.8	1	1	-3	4	7	-4
O=C(NNc1nc2cc3c(cc2s1)OCO3)c1cccc(F)c1
 : 15	-1	-6	0.5	56	-15	x	-11	x	11
c1ccc2c(c1)C(=Nn1cnnc1)c1ccccc1-2
 : -24	1	9	-1.0	-3	8	-2	11	3	-11
Cc1cc(C(=O)N/N=C/C=C/c2ccccc2)c(C)o1
 : 16	1	0	-2.2	20	-2	-5	-7	3	7
O=C(Oc1ccccc1)c1ccccc1
 : 1	-3	7	-0.8	9	8	-2	28	-1	-28
O=C1Cc2cc(S(=O)(=O)NCc3ccc(F)cc3)ccc2N1
 : x	-6	-11	-2.2	-3	-7	x	-10	1	10
CCCc1nc2ccccc2c(C(=O)OCC(=O)Nc2ccc(S(=O)(=O)N3CCOCC3)cc2)c1CC
 : 9	20	-6	x	x	-13	-3	-26	-1	26
CC(=O)Nc1ccc(NC(=O)c2ccccc2C)cc1
 : -10	1	0	0.0	4	4	3	12	-3	-12
O=C(CCn1cnnn1)Nc1ccc(F)cc1
 : 17	-5	8	-0.1	24	3	-6	33	0	-33
CSCC[C@H](NC(=O)OC(C)(C)C)c1nnc(SCC(=O)Nc2c(C)cccc2C)o1
 : -13	11	3	-0.5	-1	-11	-6	-2	3	2
CC(C)c1ccccc1NC(=O)CC1(CC(=O)O)CCCC1
 : -28	-3	-3	-1.5	3	-22	-6	x	-1	x
COc1ccc(NC(=O)Nc2nccs2)cc1
 : -2	-2	0	-1.3	33	9	-4	1	-3	-1
COc1cc(/C=C2/C(=O)NN(c3cccc(C)c3)C2=O)cc([N+](=O)[O-])c1O
 : -63	26	-5	-1.3	5	13	x	-4	15	4
CS(=O)(=O)c1ccc(Cl)c(NC(=O)COC(=O)CCN2C(=O)C3CC=CCC3C2=O)c1 (configuration not stated)
 : 3	2	3	-0.7	8	-15	-5	27	-4	-27
CCc1ccc(NC(=O)C2CCC(CNC(=O)[C@@H]3Cc4ccccc4CN3)CC2)cc1 (some centres not stated)
 : 14	0	-3	-0.3	6	-1	1	-52	-1	52
Cn1ncc(N=Cc2ccc([N+](=O)[O-])cc2)c1C(=O)N1CCOCC1
 : 1	x	-2	-2.1	6	-11	0	-4	-1	4
COCCNC(=O)C1Nc2ccc(OC(F)(F)F)cc2C2C=CCC12 (configuration not stated)
 : -12	-2	-7	0.9	-7	-18	-2	8	x	-8
Cn1c(NCc2cccc(Br)c2)nc2ccccc21
 : -10	3	4	-0.6	24	-1	4	x	7	-18
CCOC(=O)c1sc(NC(=O)c2cccnc2)nc1C
 : 27	-4	-9	-0.5	x	-11	x	-1	x	-1
CC(=O)c1cccc(N(CC(=O)Nc2ccc(S(=O)(=O)N3CCCC3)cc2)S(C)(=O)=O)c1
 : -9	-1	-5	0.1	3	-20	-7	9	-2	-9
CC(C)CCNC(=O)CCc1nnc2ccc(N3CCC(C)CC3)nn12
 : 6	10	-5	-0.5	-1	18	-4	22	-2	-22
